# KCNH2 WT inh: inhibitors of human wildtype KCNH2 potassium channel; Q12809; U2OS, BacMam KCNH2, thallium flux FluxOr; active compounds read low; activity change, % at 1.84 µM; actives 0.37% (n = 340,000);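 active = maximum activity change below -70%; inconclusive = maximum activity change between -70% and -50%; inactive = maximum activity change above -50%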
#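 U2OS cells transduced with wild-type KCNH2 virus are loaded with FluxOr dye for 45 min, and thallium flux is measured in kinetic reads before and after stimulation buffer. Rate constants are normalized to DMSO controls.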
# KCNH2 3.1 block: blocks the human KCNH2 3.1 channel isoform; U2OS KCNH2 3.1, thallium flux FluxOr; active compounds read low; activity change, % (tested at about 1.8 µM); actives 0.95% (n = 340,000);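 active = maximum activity change below -70%; inconclusive = maximum activity change from -70% to -50%; inactive = maximum activity change above -50%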;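 also: thallium influx rate constant from kinetic fluorescence after stimulation buffer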
#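 Kinetic fluorescence (2 min after stimulation buffer) measures Tl+ influx through KCNH2 3.1 expressed by viral transduction in U2OS cells; the rate constant is normalized against DMSO controls serving as positive and negative references.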
# uPA generation: cell surface uPA generation inhibition; AID 540303; actives 0.31% (n = 330,000); cell surface uPA generation assay, qHTS; Potency, µM (titrated, usually from 38.3 µM), for inactives: at the top dose activity change, negative = inhibition, actives largely listed as inhibitors; active = well fitted inhibition curve with a large enough effect; inconclusive = small, poorly fitted or top-dose-only effect; inactive = no such curve, though single readings can be large or run the other way; tested in mouse RAW 264.7 cells; also: potency is read from the fitted curve at half-maximal effect; nearly all actives have a fitted effect of over 55% in size
# Giardia kill: Giardia lamblia killing | Giardia lamblia trophozoite viability | activity change, % at 7.66 µM, hits read low | actives 0.15% (n = 340,000) | AID 540267; in the data active = activity change below about -80%; inconclusive = between about -30% and that limit;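 also: parasites exposed to compound for two days anaerobically before the ATP read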
#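 Killing of trophozoites was scored by loss of ATP luminescence after a 48 hrs anaerobic exposure to compounds at 37 deg C, using 100 cells per well.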
# PKM2 act: PKM2 (human) enzyme activation. P14618. purified PKM2, Kinase-Glo ATP luminescence, activation; response scale: 0% is enzyme alone, no compound. actives 0.34% (n = 260,000). Potency, µM (doses to about 57.5 µM), for the others: top-dose activation, most hits filed as activators; also: potency is read from the fitted curve at half-maximal effect; nearly all actives have a fitted effect of over 55% in size
#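 Kinase-Glo luminescence reports ATP generated from ADP (0.1 mM) and PEP (0.5 mM) by purified hPK-M2 after 1 h at room temperature, pH 7.2 imidazole buffer; intermediate enzyme activity allows detecting inhibitors and activators.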
# B2AR arrestin: recruits beta-arrestin to the human beta2-adrenergic receptor; P07550; beta-arrestin recruitment to beta2AR, cell-based reporter; Potency, µM (highest dose often 46.1 µM), for inactives: at the top dose activation, actives largely listed as activators; actives 0.02% (n = 330,000); AID 492947;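 also: potency is read from the fitted curve at half-maximal effect; 0% = DMSO controls and full agonism = EC100 isoproterenol or metaproterenol; nearly all actives have a fitted effect of over 65% in size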
# Target sequence (P07550 whole entry, looked up): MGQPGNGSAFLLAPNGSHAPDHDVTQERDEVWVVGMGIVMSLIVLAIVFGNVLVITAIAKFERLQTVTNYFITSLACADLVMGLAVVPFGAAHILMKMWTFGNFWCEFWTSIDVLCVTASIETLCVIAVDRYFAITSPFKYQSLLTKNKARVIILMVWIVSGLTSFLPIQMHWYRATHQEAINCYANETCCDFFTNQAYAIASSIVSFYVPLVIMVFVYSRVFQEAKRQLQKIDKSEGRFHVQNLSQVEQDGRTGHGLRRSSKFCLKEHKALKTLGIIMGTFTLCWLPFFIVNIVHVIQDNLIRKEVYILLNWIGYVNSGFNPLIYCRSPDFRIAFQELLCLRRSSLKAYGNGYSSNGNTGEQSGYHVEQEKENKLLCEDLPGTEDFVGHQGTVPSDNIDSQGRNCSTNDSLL
# Eya2 phos inh: inhibitors of human Eya2 phosphatase activity. recombinant Eya2, OMFP fluorescence dephosphorylation (OMFP is methylfluorescein phosphate). Potency, µM (series often up to 76.9 µM), without a hit: at the top dose activity, negative = inhibition, most hits filed as inhibitors. actives 0.006% (n = 330,000); also: potency is read from the fitted curve at half-maximal effect
#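 Eya2 (0.2 uM) preincubated 10 min at ambient with compound, then OMFP substrate added at 50 uM; 10 min reaction in 50 mM HEPES pH 7.5, 50 mM NaCl, 5 uM MgCl2, 0.05% BSA, 1 mM DTT. Fluorescence read at Ex 485/Em 525 nm.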
# USP2a block: blocks human ubiquitin-specific protease USP2a; Potency, µM (top dose mostly 38.3 µM), for the others: at the highest dose activity change, negative = inhibition, actives largely listed as inhibitors; O75604; actives 0.01% (n = 330,000); USP2 core, Ub-CHOP2 coupled fluorogenic reporter, 485/531;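 also: potency is read from the fitted curve at half-maximal effect; plate controls were DMSO wells for no effect and full inhibition by NEM control for full effect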
# Target sequence (O75604 whole entry, looked up): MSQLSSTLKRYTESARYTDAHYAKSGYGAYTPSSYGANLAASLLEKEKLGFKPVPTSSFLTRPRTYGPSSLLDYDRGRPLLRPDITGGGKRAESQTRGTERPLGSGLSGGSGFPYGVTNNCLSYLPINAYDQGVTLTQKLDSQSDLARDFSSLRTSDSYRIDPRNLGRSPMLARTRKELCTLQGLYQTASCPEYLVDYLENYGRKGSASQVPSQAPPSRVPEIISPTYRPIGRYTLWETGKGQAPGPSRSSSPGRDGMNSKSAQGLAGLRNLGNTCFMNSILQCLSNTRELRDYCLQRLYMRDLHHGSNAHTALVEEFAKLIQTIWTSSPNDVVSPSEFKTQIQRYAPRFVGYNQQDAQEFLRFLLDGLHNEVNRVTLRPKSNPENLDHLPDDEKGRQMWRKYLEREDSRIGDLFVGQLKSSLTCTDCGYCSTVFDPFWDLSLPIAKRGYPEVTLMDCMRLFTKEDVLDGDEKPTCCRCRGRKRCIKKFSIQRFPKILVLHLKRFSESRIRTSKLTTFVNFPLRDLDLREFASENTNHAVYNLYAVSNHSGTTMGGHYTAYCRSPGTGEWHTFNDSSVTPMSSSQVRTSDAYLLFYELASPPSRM
#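 Cell-free coupled assay: 10nM USP2 core preincubated 30min RT with compound in Tris-HCl pH 8.0/CaCl2/CHAPS buffer, then 25nM Ub-CHOP2 and 25nM reporter substrate; fluorescence (Ex 485/Em 531) read after 60min RT, normalized to NEM inhibition, concentration-response curves fitted.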
# BCR signal inh: blocks chronic active B-cell receptor signaling; ABC-DLBCL IkBa-CBG/CBR reporter, luminescence ratio, 4 h; Potency, µM (titrated, usually from 46.1 µM), for inactives: at the highest dose ratio change, negative = lower green/red ratio, usual class: inhibitors; actives 0.05% (n = 340,000); AID 493014; active = well fitted inhibition curve with a large enough effect in the signal ratio, with a control signal flat, not every such curve was filed as active; inconclusive = small, poorly fitted or top-dose-only effect, or effect the other way, or a change in a side signal; the % refers to the signal ratio;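 also: potency is read from the fitted curve at half-maximal effect; plate controls were basal doxycycline-induced cells for no effect and cells given 10 µM MG132 for full effect; MG132 reads +100%, hits lower the ratio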
#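 Cell line TMD8 (human ABC DLBCL), stably expressing tet-inducible CBG68-IkBa fusion and CBR; IMDM/0.5% FBS; cpd up to 46 uM; dox induction, 4 h, 37C/5% CO2; dual luminescence; green/red ratio; MG132 control.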
# GALK inhibitor: inhibitors of human galactokinase; AID 1868; actives 0.007% (n = 270,000); Purified GALK, Kinase-Glo residual ATP luminescence; Potency, µM (doses to about 57.5 µM), inactives show top-dose activity change, negative = inhibition, actives largely listed as inhibitors; P51570; also: potency is read from the fitted curve at half-maximal effect
#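 ATP-depletion format; final 35 uM ATP, 100 uM D-galactose, 5 nM enzyme; pH 8.0 HEPES/Mg2+ buffer; 60 min RT; luminescence read 10 min after detection reagent.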
# FBPA coupling cs: inhibits coupling enzyme system, counter-screen for aldolase hits. activity change, negative = inhibition, % at 58.2 µM, hits read low. actives 0.67% (n = 290,000). coupling enzyme system counterscreen, AmpLite Red fluorescence; in the data active = activity change below about -30%
#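 Counterscreen lacking aldolase: glyceraldehyde-3-phosphate coupling-enzyme reagent preincubated 10 min at RT with compound (at 57.5 uM final), then substrate/coupling system with AmpLite Red added; fluorescence read at 525/598 nm after 20 min RT.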
# Numbers without * were called inactive; ? = inconclusive; · = not tested or not shown; [ ] = dose if it differs, or a comment. Unless noted, calls follow the shape of the dose curve; as a rule, active = well fitted curve in the direction sought with a large enough effect; inconclusive = small, poorly fitted or top-dose-only effect, or another doubt; inactive = no such curve, though single readings can be large; an effect the other way counts as inactive or inconclusive. Unless noted, % is scaled to controls: 0 for no effect and ±100 for the full control effect. Rows were taken by chance; about 2.4% have a hit in one of these screens.
SMILES,KCNH2 WT inh,KCNH2 3.1 block,uPA generation,Giardia kill,PKM2 act,B2AR arrestin,Eya2 phos inh,USP2a block,BCR signal inh,GALK inhibitor,FBPA coupling cs
Cn1nccc1CNC(=O)c1ccnn1C,-4,-4,-2%,-17,-19%,-0.2%,11%,1%,-1%,1%,-1
BrC(=C\c1ccccc1)/C=N/Nc1nc(N2CCOCC2)nc(N2CCOCC2)n1,-9,4,1%,16,6%,-0.2%,2%,2%,-19%,1%,1
CCN(CC(=O)Nc1c(F)cccc1F)C(=O)c1cccc(-n2cccc2)c1,1,0,0%,-13,·,-0.1%,11%,3%,7%,·,·
O=C(CCn1cncn1)N1CCCC(N2CCN(c3ccc(F)cc3)CC2)C1 (stereo unspecified),-1,-7,10%,3,-15%,-0.6%,-9%,0%,-4%,4%,·
COc1ccc(OCCOc2ccc(/C=C3\C(=N)N4N=C(C)SC4=NC3=O)cc2)cc1,-9,3,0%,-9,·,-0.1%,-22%,-2%,?,·,·
Cc1ccc(NC(=O)CSc2nc(N)c3cc4c(nc3n2)CCCC4)cc1,-22,-8,?,-1,5%,9.5%,0%,0%,?,-2%,1
COc1ccc(N2CCN(C(=O)c3cccnc3SCc3cccc(Br)c3)CC2)cc1,1,-17,5%,-2,1%,-0.1%,-1%,-2%,-5%,-2%,2
O=S(=O)(NCc1ccccc1)c1ccc(-c2cnc(C3CC3)o2)cc1,-19,6,5.6µM*,-11,·,-0.3%,4%,0%,-12%,0%,·
O=C(CN1CCN(S(=O)(=O)c2ccc(Br)cc2)CC1)Nc1ccc(F)cc1F,8,-92*,9%,-10,6%,-0.2%,6%,-2%,?,0%,2
COc1ccc(/C=C/C(=O)Oc2cccc(/C=N/NC(=O)COc3c(C)cccc3C)c2)cc1,3,-8,-4%,7,-5%,-0.8%,-12%,2%,?,-1%,0
CN(Cc1ccon1)C(=O)CC1C(=O)NCCN1Cc1ccc(Cl)c(F)c1 (stereo unspecified),12,17,2%,2,1%,-0.2%,-2%,4%,4%,-4%,·
Cc1cccc(OCCn2c(=O)n(C)c3ccccc32)c1,-9,9,?,-6,-4%,-0.2%,-21%,-4%,-9%,1%,-2
Cc1cc(C)nc(N(C#N)Cc2cccc(Cl)c2)n1,-4,0,-14%,35[activator],-8%,-0.2%,-1%,-2%,5%,14%,3
COc1cc(/C=C2/NC(=O)NC2=O)cc(Br)c1OCc1ccccc1,15,-4,-4%,2,-1%,0.1%,-3%,0%,?,-1%,4
CC(=O)NCC(=O)OCN1C(=O)c2ccccc2C1=O,1,14,6%,5,3%,0.5%,0%,2%,-1%,1%,6
Cc1cccc(NC(=O)Cn2c(=O)n(Cc3ccco3)c(=N)c3c4c(sc32)COC(C)(C)C4)c1,0,-1,-3%,4,0%,-0.7%,25%[15.4 µM],-2%,?,1%,0
CCCNc1nc(Cl)nc(NC(C)(C)C)n1,15,12,-7%,4,-4%,-0.5%,6%,3%,8%,4%,6
CCOP(=O)(OCC)C(Nc1ccccc1)c1ccco1 (stereo unspecified),-4,-118*,11%,-7,4%,-0.3%,16%,3%,-16%,-2%,1
Cc1cc(=O)oc2cc(NC(=O)c3cc4ccccc4o3)ccc12,·,·,·,·,-8%,-0.1%,-3%,1%,-2%,-1%,-2
Cc1ncccc1C(=O)N1CCCC(CNC(=O)C2(c3ccc(Cl)cc3)CC2)C1 (stereo unspecified),10,14,-2%,31[activator],4%,-0.5%,-2%,3%,2%,4%,0
CCN(CC)C(=O)CSc1nnc(CSc2ncccn2)n1C,2,-7,-1%,-24,-8%,-0.3%,14%,-8%,1%,-1%,0
CCOc1ccc(CCNC(=O)CS(=O)Cc2nc(-c3ccc(C)cc3)oc2C)cc1OCC (stereo unspecified),4,1,9%,2,·,-0.6%,-11%,4%,?,1%,·
Cc1nn(CC(=O)Nc2ccc3c(c2)nc(CN2CCCCC2)n3C)c(=O)c2ccccc12,-5,6,-1%,-4,-1%,-0.1%,-7%,1%,15%,-1%,1
CCN(CC(=O)Nc1ccc(C(=O)OC)cc1)C1CCCCC1,5,2,2%,-15,·,-0.1%,-1%,-2%,-2%,6%,1
COc1ccc(S(=O)(=O)N(C)CC(=O)NCc2ccc3c(c2)OCO3)cc1,-8,5,5%,-4,1%,3.0%,-5%,1%,6%,1%,-1
O=C(N/N=C/c1cc([N+](=O)[O-])ccc1Cl)c1cnccn1,-144*,-188*,-13%,-6,-3%,5.5%,0%,3%,1%,-2%,0
COC(=O)C1=C(N)Oc2cc(C)n(Cc3cccnc3)c(=O)c2C1c1cc(OC)ccc1OC (stereo unspecified),-2,1,0%,31[activator],0%,-0.4%,-6%,0%,-2%,3%,1
Cc1snc(SCC(=O)c2ccc([N+](=O)[O-])cc2)c1C#N,-3,5,1%,3,-63%,-0.3%,-6%,2%,4%,0%,-2
COc1ccccc1NC(=O)c1sc2ncn(Cc3cccc4ccccc34)c(=O)c2c1C,-7,8,2%,0,-20%,-0.3%,-1%,0%,0%,0%,0
CC1CCCC(NC(=S)NC(=O)c2ccccc2Br)C1C (stereo unspecified),-9,-3,-2%,2,-22%,-0.4%,-2%,-7%,?,-3%,-2
CC(=O)c1cccc(OCCN2C(=O)NC(C)(C)C2=O)c1,-18,12,·,7,16%,-1.0%,18%,0%,-2%,-2%,1
COc1ccccc1C1N(c2ccc(Cl)cc2)C(=O)C2CCCN21 (stereo unspecified),-2,-1,-11%,4,1%,0.3%,-1%,0%,1%,2%,-1
O=C(CSc1ccc(S(=O)(=O)N2CCOCC2)cn1)Nc1ccc(F)c(F)c1,-4,-17,-24%,5,·,-0.2%,-2%,-1%,5%,·,·
O=C(COC(=O)c1ccc(Cl)nc1)Nc1ccc(Cl)cc1,-1,5,4%,-3,·,-0.5%,-14%,-1%,-1%,·,·
Cc1nc(NC(=O)c2cccc(-c3cc4ccccc4oc3=O)c2)ccc1Br,1,0,-1%,0,4%,-0.1%,-4%,-1%,6%,0%,-4
O=C(c1cc(Br)ccc1Cl)N1CCN(c2ccccn2)CC1,-3,-7,?,-4,1%,0.5%,-2%,2%,-1%,1%,2
C/C(=N\NC(=O)c1c[nH]c2ccccc12)c1ccc(C)s1,-9,2,0%,-8,-7%,?,9%,3%,-1%,4%,1
COc1ccc(N2CCN(S(C)(=O)=O)CC2)cc1,-21,13,2%,-1,1%,0.3%,6%,5%,-12%,1%,3
COc1cc(CN2CCCCCC2)cc(OC)c1O,2,7,-6%,-3,-6%,0.0%,8%,0%,-2%,-4%,2
CCOc1ccc(CN(C)CC(=O)NCc2ccccc2)cc1,0,-87*,11%,-17,-9%,-0.5%,0%,4%,1%,-1%,1
COc1ccc(-n2c(SCC(=O)N(C)c3ccccc3)nc3c([nH]c4ccccc43)c2=O)cc1OC,-3,-3,4%,-6,0%,-0.7%,-10%,0%,-2%,1%,1
COC(=O)CCC/C=C1\SC[C@@H](NC(=O)c2ccccc2)C1NC(C)=O (stereo partly specified),1,·,-1%,2,-4%,0.3%,0%,0%,0%,-1%,-7
CC1CCCN(S(=O)(=O)c2ccc(NC(=O)Cn3nnc(-c4ccccc4F)n3)cc2)C1 (stereo unspecified),6,-21,0%,11,2%,-0.3%,-12%,-2%,8%,4%,-5
N/C(=N\OC(=O)/C=C/c1ccccc1)c1ccccn1,-11,·,-6%,-14,-30%,0.1%,2%,-1%,?,19%,-1
CCn1c(CCn2ccnc2C)n[nH]c1=S,-5,2,·,0,-1%,0.0%,-12%,7%,9%,-1%,1
COc1ccc(N2CCN(c3ccc(NC(=O)/C=C\C(=O)O)cc3)CC2)cc1,-10,22,-10%,-13,-3%,0.5%,7%,5%,1%,-2%,0
CCN(CC(=O)NCc1ccc(Cl)cc1)C(=O)COc1cccc(Cl)c1,5,-38,0%,-28,·,0.0%,-4%,-1%,0%,·,·
O=C(O)CN1CCCCCC1=O,-6,20,5%,0,-1%,-0.1%,0%,2%,0%,0%,0
Cc1oc(-c2cccs2)nc1CS(=O)CC(=O)NC1CCCCCC1 (stereo unspecified),0,3,-15%,0,9%,0.3%,-5%,-1%,-15%,1%,0
CCN1CCN(c2ncnc3scc(-c4ccc(OC)cc4)c23)CC1,7,0,-1%,9,·,-0.7%,0%,2%,?,3%,0
